TbREL1 primary: TbREL1 inhibition, primary screen | TbREL1 RNA ligation, FRET fluorescence | P86926 | AID 1117264 | 89,000 tested, 0.49% active | inhibition, % at 9.66 µM;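 active means inhibition above the mean inhibition across all screened compounds plus 3 SD, cut at about 11% in these data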;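 further: 0% = plate median of test wells and 100% = NSC42067 control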
Target sequence (P86926 whole entry, looked up): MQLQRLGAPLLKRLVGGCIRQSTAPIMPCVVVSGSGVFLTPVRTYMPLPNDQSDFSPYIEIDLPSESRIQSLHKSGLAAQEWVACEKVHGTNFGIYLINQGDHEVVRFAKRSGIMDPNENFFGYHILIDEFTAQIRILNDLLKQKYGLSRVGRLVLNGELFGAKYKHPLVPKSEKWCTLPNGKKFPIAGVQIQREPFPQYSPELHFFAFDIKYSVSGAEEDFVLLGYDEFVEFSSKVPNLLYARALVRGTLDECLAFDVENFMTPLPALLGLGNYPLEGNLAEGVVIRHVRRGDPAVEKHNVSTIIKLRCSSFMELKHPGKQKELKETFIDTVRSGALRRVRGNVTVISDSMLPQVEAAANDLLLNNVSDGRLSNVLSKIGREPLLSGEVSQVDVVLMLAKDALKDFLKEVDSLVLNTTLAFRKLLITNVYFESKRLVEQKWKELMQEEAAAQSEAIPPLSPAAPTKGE
* marks the source's active call; other numbers are inactive results. These rows are one share of the data (hit frequency here may not be typical).

Molecule | TbREL1 primary
Cc1cccc(NC(=O)CSc2nc(C3CC3)nc3ccccc23)c1 | 2
Cc1ccc(S(=O)(=O)NCC(C)n2nc(C)cc2C)cc1 (stereo not drawn) | 4
COc1ccc(OC)c(S(=O)(=O)NC(C)c2ccc(-n3ccnc3)cc2)c1 (stereo not drawn) | 1
O=C(CNc1ccccc1F)Nc1cc(S(=O)(=O)N2CCCCC2)ccc1Cl | 1
COc1ccc(C(CC(=O)O)NC(=O)c2ccco2)cc1 (stereo not drawn) | 0
COc1ccc2oc(=N)c(C(=O)Nc3ccc(Br)cc3)cc2c1 | -1
COc1ccc(NC(=O)C2CCC(CNS(=O)(=O)c3csc(C(N)=O)c3)CC2)cc1OC (stereo not drawn) | 2
O=C(NCc1ccc2c(c1)OCO2)C1CCC(=O)N1C1CCCCC1 (stereo not drawn) | 1
Cc1ccc(S(=O)(=O)N2C(N)=C(C(=O)NCc3ccc(Br)cc3)C(c3ccc(Cl)cc3)C2C(=O)c2ccccc2)cc1 (stereo not drawn) | -2
O=C(NCC1CCCO1)C1CCC(=O)N1Cc1ccc(F)cc1 (stereo not drawn) | 3
COc1ccc(Cn2nnnc2C(c2cccs2)N2CCOCC2)cc1 (stereo not drawn) | -2
COc1ccc(OCc2nnc(SCC(=O)N3C(C)CCCC3C)o2)cc1 (stereo not drawn) | 2
Cc1ccc2cccc(OCC(=O)Nc3ccc(N4CCOCC4)cc3)c2n1 | -2
CCCS(=O)(=O)c1c(S(=O)(=O)CCC)c2c3ccccc3ccn2c1C(N)=O | -3
COCCCNC(=O)c1ccc(Cn2c(=O)c3ccccc3n(Cc3ccc(C)cc3)c2=O)cc1 | 1
Cc1cc(OCC(=O)OCC(=O)N2CCc3ccccc3C2)ccc1Cl | 0
COCC(=O)N(Cc1ccc(OC)cc1)Cc1nc2ccccc2c(=O)[nH]1 | 5
CC(C)OC(=O)CN1C(=O)C(C)(C)Oc2ccc(C(=O)NC3CC3)cc21 | -2
O=C(CSc1nc(N2CCCCC2)nc(N2CCCCC2)n1)c1ccccc1 | 1
CCc1ccc(-c2cc(C)no2)cc1S(=O)(=O)NCc1ccc(OC)c(OC)c1 | -1
CC(C)(C)C(=O)N(CCN(C(=O)C(C)(C)C)c1ccccc1)c1ccccc1 | 0
O=C(NCc1ccc(Cl)cc1)c1ccc(Br)o1 | 0
COc1ccc(C2C(C(=O)c3cccs3)=C(O)C(=O)N2c2nncs2)cc1 (stereo not drawn) | 7
O=C(COC(=O)Cc1ccccc1F)Nc1ccc2[nH]c(=O)[nH]c2c1 | 1
COC(=O)[C@]12CCCCC=C1N(Cc1ccco1)C(=O)[C@H](CC(=O)NCc1ccc(C)o1)C2 | -5

4 consecutive records out of the list so far, quoted:
Molecule | TbREL1 primary
COc1ccc(Cn2nnnc2C(c2cccs2)N2CCOCC2)cc1 (stereo not drawn) | -2
COc1ccc(OCc2nnc(SCC(=O)N3C(C)CCCC3C)o2)cc1 (stereo not drawn) | 2
Cc1ccc2cccc(OCC(=O)Nc3ccc(N4CCOCC4)cc3)c2n1 | -2
CCCS(=O)(=O)c1c(S(=O)(=O)CCC)c2c3ccccc3ccn2c1C(N)=O | -3

The listing picks up; the 2 compounds before the break are reprinted first.
Molecule | TbREL1 primary
O=C(COC(=O)Cc1ccccc1F)Nc1ccc2[nH]c(=O)[nH]c2c1 | 1
COC(=O)[C@]12CCCCC=C1N(Cc1ccco1)C(=O)[C@H](CC(=O)NCc1ccc(C)o1)C2 | -5
O=C(Nc1nncs1)c1ccc(N2C(=O)C3C4C=CC(C4)C3C2=O)cc1 (stereo not drawn) | -1
O=C(COc1ccc(Cl)cc1)N1CCN(c2ccc([N+](=O)[O-])c(N3CCOCC3)c2)CC1 | -2
C#CCOCCOCCOCCNc1nc(N2CCN(C(=O)[C@H]([C@@H](C)CC)n3cc(CCCN=C(N)N)nn3)CC2)nc(N2CCN(C(=O)[C@H](CCCCN)n3cc(CCCC)nn3)CC2)n1 | 9
Cc1cccc(Cc2nnc(NC(=O)c3cccc(S(=O)(=O)N4CCOCC4)c3)s2)c1 | -3
COc1ccc(-n2c(=S)[nH]c3c(oc4ccccc43)c2=O)cc1 | 4
CCC1=C(C(=O)OC)C(c2cc(OC)ccc2OC)C(C#N)=C(N)O1 (stereo not drawn) | 1
CCN(CC)CCNCC(=O)Nc1ccc(Oc2ccccc2)cc1 | 0
COc1ccc(NC(=O)c2ccccc2NS(C)(=O)=O)cc1OC | 0
CCC1c2ccc(C)n2CCN1C(=O)Nc1ccc(F)cc1 (stereo not drawn) | -2
O=C(Cc1ccccc1)NC1(Cc2ccc(O)cc2)CCCCC1 | -4
O=c1cc(-c2ccc(O)c(O)c2)oc2cc(O)c([C@@H]3O[C@H](CO)[C@@H](O)[C@H](O)[C@H]3O)c(O)c12 | 48*
CSc1ccc(S(=O)(=O)N2CCC(C(=O)N3CCOCC3)CC2)cc1 | 3
COc1cc2cc(CN(CCO)S(=O)(=O)c3ccccc3Cl)c(=O)[nH]c2cc1OC | 1
COc1cc(OC)cc(C(C)c2ccc(-c3ccccc3)cc2)c1 (stereo not drawn) | 1
CCOC(=O)C1CCCCN1Cc1cc(OC)ccc1OC (stereo not drawn) | 6
Nc1ccc2nc(-c3ccccn3)[nH]c2c1 | 0
COc1cc(/C=N/N=C(\N)c2nonc2N)cc(OC)c1O | -3
COc1ccc(C(=O)C2CCCN(Cc3cnc(N4CCOCC4)s3)C2)cc1F (stereo not drawn) | -1
COc1cc2c(cc1NCc1ccccn1)oc1ccccc12 | -5
Cc1ccc(CNC(=O)CCn2cc(-c3ccc(F)cc3)nc2-c2ccncc2)cc1 | -2
CN(C)CCCNCCCNC(=O)/C(=N\O)c1ccccn1 | -2
O=[N+]([O-])c1cc([N+](=O)[O-])c2cc3ccccc3nc2c1 | 1
CC(C)Oc1cc(F)ccc1-c1cc(C(=O)Nc2cccc(C(F)(F)F)c2)[nH]n1 | 3
COc1ccccc1N(CCC#N)C(=O)COC(=O)CCC(=O)c1ccc(F)cc1 | -2
Cc1ccc(C)n1CCN1CCN(CC(=O)Nc2ccc(S(N)(=O)=O)cc2)CC1 | 3

Following part:
Molecule | TbREL1 primary
COc1ccc(C2=NS(=O)(=O)N(C)C(C(=O)NCc3ccc(F)cc3)=C2)cc1OC | 4
CN(C)Cc1cnc2ccc(Cl)cn12 | -1
Cc1[nH]nc(-c2ccc(O)cc2O)c1-c1ccc(Cl)cc1 | 1
Cc1cc(C)n(C2CCCCC2OC(=O)CCc2ccccc2)n1 (stereo not drawn) | -2
CN(C(=O)c1ccc2c(c1)S(=O)(=O)N=C1CCCCCN12)c1ccccc1 | 5
COc1cc(/C=C/C(=O)c2ccc3c(c2)OCCO3)cc(OC)c1OC | 0
O=S(=O)(c1ccc(F)cc1)n1ccc(-c2cnc(-c3ccccc3)s2)n1 | 1
COc1ccc(-n2c(COc3ccccc3)nnc2SCc2nc3ccccc3[nH]2)cc1 | -4
CCCC(=O)NC(c1ccco1)c1cc([N+](=O)[O-])c2cccnc2c1O (stereo not drawn) | 3
NC(=O)c1nccc2ccccc12 | 0
C[C@H](CO)N1C[C@H](C)[C@@H](CN(C)C(=O)Nc2ccccc2)Oc2ccc(NC(=O)Cn3cnnn3)cc2C1=O | 6
O=C(O)Cc1ccc(O)cc1 | 5
CCN(CC(=O)Nc1ccccc1OC)C(=O)c1ccc(NC(=O)c2cccs2)cc1 | -1
O=C(O)c1ccc(Cn2c(SCc3cc(=O)n4cc(Br)ccc4n3)nc3ccsc3c2=O)cc1 | 0
C=CCn1c(COc2cccc3ccc(C)nc23)nnc1SCC(=O)OC | -4
Cc1ccc(NC(=O)C(C)OC(=O)c2ccc(Cl)nc2)cc1S(=O)(=O)N1CCOCC1 (stereo not drawn) | 1
Clc1nc2ccccc2nc1-c1ccccc1 | 1
F[B-](F)(F)COCc1ccccc1C#Cc1ccccc1 | 1
O=C1Nc2ccccc2OC1CC(=O)N1CCCCCCC1 (stereo not drawn) | -1
CC(C)c1ccc(N(CC(=O)O)S(=O)(=O)c2cccnc2)cc1 | -2
O=C1CCC(=O)N1CCc1c[nH]c2ccccc12 | -2
O=C(/C=C/c1ccc(Cl)cc1Cl)c1nc2ccccc2[nH]1 | 0
COc1ccc(CCNC(=O)CSc2nnc3ccc(-c4ccccn4)nn23)cc1OC | 2
N#CC1(NC(=O)COC(=O)C23CC4CC(CC(O)(C4)C2)C3)CCCCC1 | -1
Nc1ccc2nc3c(=O)[nH]c(=S)[nH]c3nc2c1 | 50*

In the list so far, these have a thiophene ring, fused or not.
Molecule | TbREL1 primary
COc1ccc(NC(=O)C2CCC(CNS(=O)(=O)c3csc(C(N)=O)c3)CC2)cc1OC (stereo not drawn) | 2
COc1ccc(Cn2nnnc2C(c2cccs2)N2CCOCC2)cc1 (stereo not drawn) | -2
COc1ccc(C2C(C(=O)c3cccs3)=C(O)C(=O)N2c2nncs2)cc1 (stereo not drawn) | 7
CCN(CC(=O)Nc1ccccc1OC)C(=O)c1ccc(NC(=O)c2cccs2)cc1 | -1
O=C(O)c1ccc(Cn2c(SCc3cc(=O)n4cc(Br)ccc4n3)nc3ccsc3c2=O)cc1 | 0

Continuation.
Molecule | TbREL1 primary
Cc1ccc(-n2nnc3ccccc3c2=O)cc1C | 1
COc1ccc(CNC(=O)COC(=O)CC(NC(N)=O)c2ccc(Cl)cc2)cc1OC (stereo not drawn) | -1
CN(C)c1ccc(-c2noc(C3CCN(C(=O)Nc4ccc(Cl)cc4)CC3)n2)cc1 | -3
Cc1ccccc1NC(=O)[C@@H]1CC(=O)O[C@@H]1c1ccccc1 | 1
COc1ccc2cc(S(=O)(=O)n3cnc(C)c3)ccc2c1 | 1
C[C@H]1CCCN1c1ccc2c(c1)O[C@@H]1CCN(C1)S2(=O)=O | 1
CC(NCc1ccco1)C(=O)N1CCCN(C)CC1 (stereo not drawn) | 0
O=C(CCc1nnc(Cc2ccc(-c3ccccc3)cc2)o1)NCCc1cccnc1 | -2
O=C(CN1CCCc2ccccc21)N1CCc2ccccc21 | -3
CCCCNC(=O)c1nc2ncc(Br)cn2n1 | 1
CC(Oc1ccccc1Cl)C(=O)/C=C/N(C)C (stereo not drawn) | -3
Cc1cc(NC(=O)CSc2nnnn2-c2ccccc2F)no1 | -2
CCN1CCCc2cc(CN(CCN3CCOCC3)C(=S)Nc3ccccc3C)ccc21 | -5
Cc1cc(C(=O)NC2CCCc3ccccc32)c(C)o1 (stereo not drawn) | -4
CC(C)Cn1c(N)c(C(=O)COC(=O)c2cccc(F)c2)c(=O)n(C)c1=O | -1
CCc1ccc(CN(C)C(=O)C2CCC(=O)N(CC3CCCCC3)C2)cc1 (stereo not drawn) | -1
CCOC(=O)C1CCN(CCC(=O)Nc2ccccc2Cl)CC1 | -1
COc1cc(OC)c(S(=O)(=O)Nc2ccc(C(=O)N3CCCC3)cc2)cc1NC(C)=O | 1
CC(=O)Nc1cc(C(=O)OCC(=O)c2ccccc2)ccc1C | 5
Cc1cccc(NC(=O)C2CCN(C(=O)c3ccco3)CC2)c1C | 1
N#Cc1ccc(C(=O)OCCc2cc3ccccc3c(=O)o2)cc1 | 0
O=C(NCc1ccccc1)c1cccc(Br)n1 | 4
CCO[C@@H]1OC(C(=O)NCc2ccccc2)=C[C@H](c2coc3ccccc3c2=O)[C@H]1CCCO | -2
COC1=Cc2c(ccc3ccc(=O)oc23)OC1(C)C | 1
Nc1c(Cl)cc(Cl)cc1C(=O)OCC(=O)NC1CC1 | 1

Continuation:
Molecule | TbREL1 primary
O=C(C1CCC(CNS(=O)(=O)c2cccc3cccnc23)CC1)N1CCCC1 (stereo not drawn) | 1
CCOc1ccc(N=C2SC(C(=O)O)CC(=O)N2C)cc1 (stereo not drawn) | 2
Cc1nn(C(=O)c2ccco2)c(C)c1Sc1ccccc1 | -1
O=C(CCN1CCN(c2ccccc2)CC1)Nc1ccc(Cl)cc1 | -1
COc1ccc(N2CCN(C(=O)CSc3nc4cc(OC)c(OC)cc4cc3C#N)CC2)cc1 | -1
Cc1nn(Cc2ccccc2Cl)c(C)c1C(=O)NCC(c1cccs1)N1CCOCC1 (stereo not drawn) | 0
Cc1c(NC(=O)CCC(=O)N2CCOCC2)c(=O)n(-c2ccccc2)n1C | 1
N#Cc1ccc(C2=NC(C(F)(F)F)(C(F)(F)F)c3c(n(Cc4ccco4)c(=O)[nH]c3=O)N2)cc1 | -2
CSCCC(C(=O)Nc1c(C)cccc1C)N1CCN(c2ccc(F)cc2)CC1 (stereo not drawn) | 0
CCC(Sc1nc(=O)cc(N)n1CCc1ccccc1)C(=O)Nc1ccccc1C#N (stereo not drawn) | 3
CC1C(=O)O[C@@H]2C[C@@H](C)[C@@H]3CCC(=O)[C@@]3(C)[C@@H](O)[C@H]12 (stereo partly drawn) | -2
CC1CCN(S(=O)(=O)c2cccc(C(=O)Nc3ccccn3)c2)CC1 | 5
CCC(C)N(C(=O)Cn1nc(Cc2ccncc2)c2ccccc2c1=O)C(C)CC (stereo not drawn) | 4
O=C(CCN1C(=O)S/C(=C/c2ccccc2)C1=O)Nc1ccc(C(=O)O)c(O)c1 | 3
COCCn1nnnc1C(c1cccc(OC)c1OC)N1CCN(C(=O)c2ccco2)CC1 (stereo not drawn) | 3
CC(C)Cn1c(=O)c(C(=O)Nc2cnccn2)c(O)c2ccccc21 | 4
CC(=O)c1ccc(NC(=O)C2CCCN2S(=O)(=O)c2cccc3cccnc23)cc1 (stereo not drawn) | -1
COc1ccc(CC(=O)NCC(=O)Nc2ccccc2Br)cc1 | -3
CCOc1ccc(-c2nc3scc(-c4cccs4)c3c(=O)[nH]2)cc1 | 3
CCCCNC(=O)C[C@@H]1C[C@@]2(C(=O)OCC)CCCC=C2N(Cc2ccco2)C1=O | -2
COc1ccccc1N1CCN(CCC(=O)Nc2ccc3c(c2)OCO3)CC1 | -1
CC(C)(C)Nc1cccccc1=O | 2

Source: PubChem BioAssay (The Scripps Research Institute Molecular Screening Center)
